KB-V1 cytotox = KB-V1 MDR subline cytotoxicity. 3.4% of 400,000 active. Potency, µM (series often up to 46.1 µM), without a hit: at the highest dose activity change, negative = cytotoxicity, hits mostly cytotoxic. AID 1347076. KB-V1 MDR cells viability, CellTiter-Glo, 72 h; further: potency means the concentration at half of the fitted maximal effect; on the % scale 0 is the no-effect control and ±100 the full control effect; nearly all actives have a fitted effect of over 60% in size
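Drug-selected KB-V1 cells, grown in DMEM lacking phenol red with 10% FBS, receive compound titrations; after three days at 37 degrees C, surviving cell ATP is quantified by CellTiter-Glo luminescence and responses normalized and curve-fitted.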
GLP1R cytotox = cytotoxicity counter-screen for GLP-1 receptor inverse agonists | Potency, µM (highest dose often 38.3 µM), for the others: at the top dose activity change, negative = inhibition, usual class: inhibitors | HEK293 cAMP-luciferase reporter cells, luminescence, 24 h | 0.13% of 410,000 active | AID 624418;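 further: loss of luciferase light is scored as toxicity; potency means the concentration at half of the fitted maximal effect; on the % scale 0 is the no-effect control and ±100 the full control effect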
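Step one: seed cells (200 cells/uL, DMEM with 10% Nu serum, 1% pen-strep). Step two: 12-hour incubation at 37 deg C. Step three: pin 23 nL compound, incubate 24 hr. Step four: add luciferase reagent, read luminescence 12 min later.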
PTHR1 ag = agonists of human PTHR1 parathyroid hormone receptor | Q03431 | HEK293 GP2 PTHR1 cells, GloSensor cAMP luminescence, 1 h | Potency, µM (series often up to 115 µM), without a hit: top-dose activation, usual class: activators | 0.075% of 410,000 active | AID 743266; further: potency means the concentration at half of the fitted maximal effect; nearly all actives have a fitted effect of over 55% in size; some results filed as inactive show a strong effect at the top dose; inactives centre near -15; many of its hits are not listed in these tables
Target sequence (Q03431 whole entry, looked up): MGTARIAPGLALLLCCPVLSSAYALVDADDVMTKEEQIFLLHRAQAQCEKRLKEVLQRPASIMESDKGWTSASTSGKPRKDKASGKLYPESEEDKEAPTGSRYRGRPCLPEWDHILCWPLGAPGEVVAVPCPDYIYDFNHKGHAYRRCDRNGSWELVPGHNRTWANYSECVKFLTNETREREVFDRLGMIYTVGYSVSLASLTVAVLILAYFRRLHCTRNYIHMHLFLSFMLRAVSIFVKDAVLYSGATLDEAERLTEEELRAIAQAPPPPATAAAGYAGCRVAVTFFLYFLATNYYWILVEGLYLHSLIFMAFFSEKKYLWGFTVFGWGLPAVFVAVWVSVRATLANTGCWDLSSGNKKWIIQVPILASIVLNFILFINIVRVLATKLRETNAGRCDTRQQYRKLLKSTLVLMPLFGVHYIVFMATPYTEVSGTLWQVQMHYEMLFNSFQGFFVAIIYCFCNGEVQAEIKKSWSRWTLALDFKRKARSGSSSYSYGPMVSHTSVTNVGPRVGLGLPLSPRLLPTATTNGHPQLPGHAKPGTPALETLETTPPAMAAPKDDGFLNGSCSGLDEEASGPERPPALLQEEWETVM
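HEK-293-derived GP2 cells expressing PTHR1 and a GloSensor cAMP reporter, 3,000/well, plated overnight, given luciferin plus IBMX (each 0.5 mM as added) for 1 h at 37 °C, then compound for 1 h at 37 °C. Luminescence was read after 15 min at room temperature.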
DRD3 antagonist = antagonists of human D3 dopamine receptor; P35462; D3R cells, DiscoveRx beta-arrestin luminescence, antagonist mode; active compounds read low; max response, negative = inhibition, %; 2.5% of 360,000 active; AID 652054; in the data active means max response below about -50%; inconclusive means no clear call, values can overlap the other calls; further: on the % scale 0 is the no-effect control and ±100 the full control effect; mostly tested at two doses, the higher about 12 µM
Target sequence (P35462 whole entry, looked up): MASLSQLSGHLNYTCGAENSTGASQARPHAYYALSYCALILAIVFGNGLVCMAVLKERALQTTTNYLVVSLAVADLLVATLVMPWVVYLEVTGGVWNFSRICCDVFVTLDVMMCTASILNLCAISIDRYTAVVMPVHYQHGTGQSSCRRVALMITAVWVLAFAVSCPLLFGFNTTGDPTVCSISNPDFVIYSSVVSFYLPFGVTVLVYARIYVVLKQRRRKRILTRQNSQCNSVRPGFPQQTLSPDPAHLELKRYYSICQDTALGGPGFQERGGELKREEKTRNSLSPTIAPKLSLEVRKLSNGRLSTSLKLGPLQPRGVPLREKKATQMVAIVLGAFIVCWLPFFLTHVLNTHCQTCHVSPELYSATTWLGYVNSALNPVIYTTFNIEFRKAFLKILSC
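Cells expressing the human receptor were seeded at 1500 cells/well, incubated overnight at 37 degrees C in 5% CO2, then exposed to library compounds with dopamine controls for 90 minutes at 37 degrees C before luminescent detection.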
GLP-1R agonist = GLP-1 receptor (human) agonism | HEK293 GLP-1R CRE-luciferase, luminescence, 4-6 h; cells express a hypersensitive GLP-1R form | Potency, µM (titrated, usually from 45.6 µM), for inactives: at the top dose activation, hits mostly activators | 0.007% of 380,000 active | AID 624172; further: potency means the concentration at half of the fitted maximal effect; % of control where 0% means no effect
GLP1R inv ag = inverse agonists of human GLP-1 receptor | 1.6% of 410,000 active | HEK293 GLP-1R CRE-luciferase, luminescence, 24 h; GLP-1R form is constitutively active | Potency, µM (top dose mostly 38.3 µM), for the others: top-dose activity change, negative = inhibition, most hits filed as inhibitors; further: potency means the concentration at half of the fitted maximal effect; on the % scale 0 is the no-effect control and ±100 the full control effect; nearly all actives have a fitted effect of over 55% in size
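HEK293 cells stably co-expressing a cAMP-responsive luciferase reporter and constitutively active GLP-1R were seeded, incubated 12 h, then exposed to compounds for 24 h at 37 C. Luminescence was read 12 min after detection reagent; inverse agonists lower signal.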
TDP-43 yeast inh = TDP-43 toxicity inhibition in yeast; TDP-43 expressing yeast growth rescue, BacTiter-Glo, 24 h; Potency, µM (highest dose often 46.1 µM), for inactives: at the top dose growth rescue (activation), hits mostly activators; 1.8% of 410,000 active; AID 652104; further: potency means the concentration at half of the fitted maximal effect; % of control where 0% means no effect; nearly all actives have a fitted effect of over 50% in size
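Readout is BacTiter-Glo luminescence of cell growth, so inhibitors register as activators. TDP-43-expressing yeast at OD600=0.02 in galactose medium, after raffinose pregrowth to mid-log, were incubated with compound for 24 hr at 30 deg C.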
aSyn yeast inh = alpha-synuclein toxicity inhibition in yeast | Yeast expressing alpha-synuclein, growth rescue, BacTiter-Glo, 24 h | Potency, µM (titrated, usually from 46.1 µM), for the others: at the highest dose growth rescue (activation), usual class: activators | 0.14% of 370,000 active; further: potency means the concentration at half of the fitted maximal effect; % of control where 0% means no effect; nearly all actives have a fitted effect of over 65% in size
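Rescue of yeast growth: cells expressing toxic alpha-synuclein, induced in galactose at OD600 0.02, incubated with compound 24 h at 30 C. ATP luminescence quantified growth; inhibitors of toxicity appear as activators.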
D3 ag = D3 dopamine receptor (human) agonism | 0.58% of 410,000 active | D3R DiscoveRx beta-arrestin cells, luminescence, 90 min | max activation, %; in the data active means max activation above about 30%; further: 0% is about no effect; mostly tested at two doses, the higher about 12 µM
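Agonist mode: compounds and dopamine controls were applied to plated cells for 90 min at 37 degrees C after an overnight attachment at 1500 cells/well. Luminescent read-out followed 30 - 60 minutes at room temperature with DiscoveRx detection reagent.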
Numbers without * were called inactive; i = inactive; ? = inconclusive; / = not tested or not shown; [ ] = dose if it differs, or a comment. Unless noted, the call rests on the fitted dose curve; in most records, active means well fitted curve in the direction sought with a large enough effect; inconclusive means small, poorly fitted or top-dose-only effect, or another doubt; inactive means no such curve, though single readings can be large; an effect the other way counts as inactive or inconclusive. An excerpt; rates above refer to the full screens.

compound	KB-V1 cytotox	GLP1R cytotox	PTHR1 ag	DRD3 antagonist	GLP-1R agonist	GLP1R inv ag	TDP-43 yeast inh	aSyn yeast inh	D3 ag
O=C(C1=COCCO1)N1CCN(S(=O)(=O)c2cccc(Br)c2)CC1	-3%	5%	i	-3	9%	-12%	4%	-2%	-5
CCOP(=O)(OCC)C(NC(=O)c1cccs1)c1ccccc1 (stereo not drawn)	?	-5%	i	8	6%	?	-17%	2%	12
C/C(=N\Nc1cc(C)nc(-c2ccccc2O)n1)c1ccccc1	-23%	-1%	-9%	77	9%	?	10µM*	-14%	14
O=C1[C@H]2[C@@H](C3CC3)N3C(=O)CN(Cc4ccccn4)C(=O)[C@@]3(Cc3ccccc3)[C@H]2C(=O)N1c1ccccc1	?	0%	-20%	-9	-1%	2%	13%	7%	0
O=S(=O)(Nc1ccccc1N1CCOCC1)c1ccccc1C(F)(F)F	20%	-2%	-36%[inhibitor]	1	10%	?	17%	14%	0
COc1ccc(NC(=O)c2cc3c(-c4ccc(OC)c(OC)c4)nn(C)c3s2)cc1OC	?	-38%	i	-19	?	4%	9%	16%	21
COc1cc(C(=O)ON=C2C(C)=CC(=O)C=C2C)cc(OC)c1OC	-17%	97%[activator]	-12%[57.5 µM]	3	-16%	0%	14%	3%	-6
CCc1ccc(NC(=S)Nc2cc(OC)c(NC(=O)C(C)C)cc2OC)cc1	-13%	5%	i	-5	16%	-5%	22%	1%	-1
CC(C)OC(=O)CNc1n[nH]c(=S)[nH]c1=O	8%	-15%	-16%	10	2%	1%	7%	-1%	0
Cc1ccc(NC(=O)C2CCCN2S(=O)(=O)c2ccc3c(c2)CCC(=O)N3)cc1Cl (stereo not drawn)	-2%	1%	-71%[inhibitor]	-10	-1%	7%	0%	2%	2
COc1ccc(C(O)c2nc(-c3cc(F)cc(F)c3)cs2)cc1 (stereo not drawn)	1%	2%	-6%	-11	17%	0%	35µM*	?	2
CCOC(=O)c1ccc(NC(=O)c2cc3c(=O)n(C)c4ccccc4c3n2C)cc1	0%	-3%	-13%	/	-5%	-3%	0%	/	8

Other records
compound	KB-V1 cytotox	GLP1R cytotox	PTHR1 ag	DRD3 antagonist	GLP-1R agonist	GLP1R inv ag	TDP-43 yeast inh	aSyn yeast inh	D3 ag
COc1ccccc1-n1c(SCC(=O)NC(C)(C)C)nc(O)c(Cc2ccccc2)c1=O	0%	2%	i	4	1%	-4%	-13%	-1%	2
CC1CCN(C(=O)COC(=O)CCC(=O)c2cccs2)CC1	0%	8%	i	-20	-7%	11%	19%	-3%	-1
O=C(NCc1ccccc1F)C1CCN(C(=O)c2sccc2-n2cccc2)CC1	-25%	-8%	-17%	-14	0%	15%	8%	-6%	-2
N#Cc1cccnc1N1CCN(C(C(=O)NC2CCCC2)c2ccco2)CC1 (stereo not drawn)	?	0%	-4%	3	/	4%	11%	-4%	2
NC1(C#Cc2ccc3oc(=O)c(-n4cc(C5(O)CCCCC5)nn4)cc3c2)CCCCC1	?	-32%	-10%	21	14%	-11%	-7%	1%	5
O=C(O)c1cccc(N2CCCC2)c1	6%	7%	5%[57.5 µM]	7	-5%	7%	15%	16%	2
CCOc1ccccc1CN1CCNC(=O)C1CC(=O)NC1CCCCC1 (stereo not drawn)	20%	-3%	-5%	-14	4%	1%	-19%	-3%	-9
Cc1cccc(C)c1OCC(=O)NC1CC1	26%	31%[activator]	i	-3	-1%	1%	17%	-8%	-5
COC(=O)CSc1nnc(NC(=O)C2CC(=O)N(c3ccc(F)cc3)C2)s1 (stereo not drawn)	7%	16%	-6%	20	-5%	15%	3%	-1%	1
COc1ccccc1CNS(=O)(=O)c1cc(-c2cc(C)no2)ccc1C	?	0%	-34%[inhibitor]	/	/	-3%	3%	/	2
CCOC(=O)c1sc(NC(=O)c2nc3nc(C)cc(C(F)F)n3n2)c(C(=O)OC)c1C	?	-5%	i	/	-2%	8%	21%	/	-4
CC1(C)Cc2c(sc3c2c(=O)n(-c2cccc(Cl)c2)c(=O)n3CC(N)=O)CO1	20%	1%	i	0	5%	8%	17%	2%	3

Further structures.
compound	KB-V1 cytotox	GLP1R cytotox	PTHR1 ag	DRD3 antagonist	GLP-1R agonist	GLP1R inv ag	TDP-43 yeast inh	aSyn yeast inh	D3 ag
CCCNC(=O)c1ccc(COc2ccc(C(C)(C)C)cc2)o1	6%	4%	-20%	-6	?	?	1%	-14%	12
CC(OC(=O)CNC(=O)c1sc2ccccc2c1Cl)c1ccccc1 (stereo not drawn)	21%	5%	-17%	0	9%	-9%	4%	14%	1
Cc1oc(-c2cccs2)nc1CN1CCC(C(=O)N2CCCC2)CC1	-8%	-3%	i	11	1%	12%	3%	-1%	-4
O=C(c1ccccc1Br)N1CCN(c2ncccn2)CC1	-2%	-9%	i	-17	1%	3%	24%	15%	-22
COc1cc(NC(=O)c2ccccc2)c(OC)cc1NC(=O)CN1CCOCC1	-6%	-15%	-14%[57.5 µM]	21	7%	25%	-9%	-6%	8
Cc1nn(-c2ccccc2)c(C)c1C(=O)NCCc1ccc(Cl)cc1	3%	0%	i	2	8%	?	22%	-8%	2
CCOC(=O)N1CCN(c2c(NCCN(C)Cc3ccccc3)c(=O)c2=O)CC1	?	5%	1%	-19	-1%	0%	21%	7%	-2
Cc1ccccc1C(=O)NC(=S)N(C)CCc1ccccn1	2%	15%	i	-1	0%	2%	-6%	-2%	-3
CCCc1cc(Nc2cccc(OCC)c2)n2ncnc2n1	0%	2%	i	-7	20%	13%	5%	-1%	3
O=C(NC(=S)Nc1ccc2[nH]c(=O)[nH]c2c1)c1cc(Br)ccc1Cl	?	-2%	i	7	-5%	0%	26%	3%	4
CSCCC(NS(=O)(=O)c1ccc(F)cc1)C(=O)NCc1ccc(S(N)(=O)=O)cc1 (stereo not drawn)	3%	1%	i	11	5%	2%	12%	-2%	2
Nc1nnc(SCC(=O)NNC(=O)c2ccc(Cl)cc2)s1	-3%	-7%	19%	-29	-5%	-21%	1%	-2%[1.84 µM]	5

(further entries)
compound	KB-V1 cytotox	GLP1R cytotox	PTHR1 ag	DRD3 antagonist	GLP-1R agonist	GLP1R inv ag	TDP-43 yeast inh	aSyn yeast inh	D3 ag
O=C(NC1CCc2ccccc21)c1cc(COc2c(F)cccc2F)on1 (stereo not drawn)	?	-2%	i	0	9%	?	4%	-8%	3
CC(C)N(C(=O)CN1CCC(c2nc3ccccc3[nH]2)CC1)C(C)C	-6%	6%	19%	-8	3%	?	-9%	-8%	2
COC(=O)Nc1ccc(N2CCOCC2)c(S(=O)(=O)N2CCOCC2)c1	9%	17%	-24%	-4	1%	13%	5%	-7%	5
COc1ccccc1CNS(=O)(=O)c1ccc(-n2cccn2)cc1	-16%	0%	-21%	19	8%	-34%	13%	4%	0
O=C(NCc1ccco1)C(=O)NCC1OCCN1C(=O)c1ccc(Cl)cc1 (stereo not drawn)	-11%	0%	-13%	-9	5%	-1%	-14%	-1%	-10
O=C1c2ccccc2CC1Sc1nnc(-c2ccncc2)o1 (stereo not drawn)	2%	12%	31%[57.5 µM]	13	3%	-7%	?	-1%	0
O=C(Nc1oc2ccccc2c(=O)c1-c1ccccc1)c1ccco1	-14%	1%	i	-10	3%	7%	28%	-13%	-2
CC(=O)c1cc(-c2ccccc2)n(CCC(=O)NCc2ccc(C)cc2)c1C	3%	1%	i	/	/	-2%	?	/	2
Cc1cccc(-n2ncc(C(=O)N3CCN(c4ccc(C)cc4C)CC3)c2C2CCN(C(=O)OC(C)(C)C)CC2)c1	-3%	-12%	-10%	/	/	4%	-19%	/	-18
CCOC(=O)c1c(CN2CCOCC2)n(-c2ccccc2)c2cc(Br)c(O)c(CN(C)C)c12	-25%	0%	i	-7	22%	0%	4%	-1%	-4
CCCCC(=O)Nc1cc(OCC)c(NC(=O)c2ccccc2[N+](=O)[O-])cc1OCC	3%	-29%	-7%[57.5 µM]	14	0%	-29%	-10%	4%	14
COc1ccc(-c2oc3ncn4nc(COc5ccccc5)nc4c3c2-c2ccc(OC)cc2)cc1	-23%	0%	i	17	2%	1%	7%	-1%	18

Remaining list, next part:
compound	KB-V1 cytotox	GLP1R cytotox	PTHR1 ag	DRD3 antagonist	GLP-1R agonist	GLP1R inv ag	TDP-43 yeast inh	aSyn yeast inh	D3 ag
O=C(c1cc(S(=O)(=O)N2CCOCC2)ccc1Cl)N1CCc2ccccc2C1	-8%	-9%	-59%[inhibitor]	7	0%	-15%	?	1%	3
O=S(=O)(Nc1ccc2nc(N3CCOCC3)sc2c1)c1ccc(Cl)cc1	3%	0%	-25%	0	-1%	-6%	?	28%	-4
Cc1ccc(OCC(=O)OCC(=O)NC2CCS(=O)(=O)C2)cc1C (stereo not drawn)	21%	1%	i	10	-4%	13%	5%	5%	8
C=CC[C@H](CC(=O)NCCO)C(=O)N[C@@H](COC(=O)[C@H](CC=C)CC(=O)OC(C)(C)C)Cc1ccccc1	0%	3%	-15%	-7	2%	10%	4%	-4%	5
CC1CCc2c(sc3ncn(Cc4ccc(C(=O)O)cc4)c(=O)c23)C1 (stereo not drawn)	12%	-1%	-22%	-4	?	25%	-16%	-1%	2
Cc1[nH]c2ccccc2c1C(=O)C(=O)N1CCN(C)CC1	-2%	-9%	-6%	-8	0%	-6%	4%	-2%	-2
COC(=O)[C@@]12C[C@@H](CC(=O)NCc3ccc(OC)c(OC)c3)C(=O)N(Cc3ccco3)C1=CCC(C)(C)C2	-27%	1%	-8%	19	/	8%	32%	25%	-1
COc1ccc(Cc2nnc(N/N=C/c3ccc(O)cc3)[nH]c2=O)cc1OC	?	-68%	i	-13	-5%	-61%	4%	-4%	-2

Screens: PubChem BioAssay, National Center for Advancing Translational Sciences (NCATS)
